DAX1 inh-1 = NR0B1 (DAX1) inhibition; P51843; HEK293 Gal4-DAX1 luciferase reporter, luminescence; inhibition, % at 6.75 µM; 340,000 tested, 0.99% active; AID 504766;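 active = inhibition above the mean over all tested compounds plus 3 SD, cut at about 4.2% in these data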;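 also: 0% = DAX1-transfected cells with DMSO and 100% = empty-vector control cells with DMSO; inhibition shows as a rise in luminescence from relieved DAX1 repression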
ssDAF-12 act = activates DAF-12 receptor from parasite S. stercoralis; activation, % at 6.8 µM; 370,000 tested, 1% active; HEK293 ssDAF-12/GRIP1 lit1-tk-luc reporter, luminescence; % of 3 µM dafachronic acid response;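 active = activation above the mean over all tested compounds plus 3 SD, cut at about 0.9% in these data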;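 also: 0% = DMSO-only wells and 100% = 3 µM delta7-dafachronic acid wells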
DAX1 inh-2 = inhibitors of DAX1 repression of SF-1 activated StAR promoter; HEK293T StAR-luciferase reporter, SF-1/DAX-1 repression relief; inhibition, % at 6.8 µM; AID 652010; 370,000 tested, 1.1% active;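 active = inhibition above the mean over all tested compounds plus 3 SD, cut at about 3.6% in these data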;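 also: 0% = DAX-1 cells with DMSO and 100% = cells lacking DAX-1 with DMSO; higher inhibition means more luminescence from relief of DAX-1 repression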
NPR2 activator = GC-B (human) receptor activation. P20594. HEK293-GC-B cells, CNP EC30, cGMP TR-FRET; 0% at EC30 CNP, 100% saturating CNP. activation, % at 10 µM. 370,000 tested, 0.11% active. AID 1920062;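 active = activation at 10 µM reaching about 35% in either raw or pattern-adjusted values, limit read from the data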
Target sequence (P20594 whole entry, looked up): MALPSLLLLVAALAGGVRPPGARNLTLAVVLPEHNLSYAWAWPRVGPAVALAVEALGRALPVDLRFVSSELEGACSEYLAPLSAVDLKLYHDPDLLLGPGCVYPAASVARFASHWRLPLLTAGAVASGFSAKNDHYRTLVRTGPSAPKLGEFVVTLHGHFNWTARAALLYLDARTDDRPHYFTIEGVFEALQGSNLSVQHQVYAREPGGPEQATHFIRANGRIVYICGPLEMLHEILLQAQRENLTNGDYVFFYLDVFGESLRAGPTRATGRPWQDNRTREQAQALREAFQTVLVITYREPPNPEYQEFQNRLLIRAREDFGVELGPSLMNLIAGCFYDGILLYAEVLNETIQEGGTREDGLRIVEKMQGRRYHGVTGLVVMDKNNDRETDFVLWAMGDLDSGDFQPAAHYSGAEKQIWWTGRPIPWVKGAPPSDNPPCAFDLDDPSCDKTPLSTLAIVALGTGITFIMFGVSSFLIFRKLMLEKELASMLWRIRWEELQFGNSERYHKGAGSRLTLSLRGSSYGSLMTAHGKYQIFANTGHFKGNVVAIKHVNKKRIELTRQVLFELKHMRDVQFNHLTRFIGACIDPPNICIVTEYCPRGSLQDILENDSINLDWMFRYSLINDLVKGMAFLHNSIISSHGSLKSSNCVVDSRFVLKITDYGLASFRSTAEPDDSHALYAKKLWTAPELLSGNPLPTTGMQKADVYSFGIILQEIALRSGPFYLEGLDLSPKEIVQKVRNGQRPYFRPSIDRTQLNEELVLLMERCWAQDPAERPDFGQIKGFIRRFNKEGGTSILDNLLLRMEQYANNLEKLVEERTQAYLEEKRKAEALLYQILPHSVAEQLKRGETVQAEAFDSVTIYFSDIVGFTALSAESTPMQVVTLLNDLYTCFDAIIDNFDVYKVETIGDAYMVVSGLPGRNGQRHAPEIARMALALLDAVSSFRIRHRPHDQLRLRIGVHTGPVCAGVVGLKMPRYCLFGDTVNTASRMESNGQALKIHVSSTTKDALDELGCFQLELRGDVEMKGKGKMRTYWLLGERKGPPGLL
hgDAF12 agonist = agonists of H. glycines DAF-12 nuclear receptor | HEK293 GAL4-hgDAF12 UAS-luciferase reporter, agonist luminescence; normalized to butyrate control | activation, % at 6.8 µM | 370,000 tested, 1.8% active | AID 687014;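 active = activation above a cutoff set at the mean of all screened compounds plus 3 SD, cut at about 10% in these data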;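 also: 0% = DMSO wells and 100% = sodium butyrate wells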
ADAM10 inh = ADAM10 inhibition, QFRET primary screen; inhibition, % at 7 µM; O14672; recombinant ADAM10, EDANS/DABCYL FRET peptide cleavage, 3 h; AID 720582; 370,000 tested, 0.62% active;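 active = inhibition above a per-campaign cutoff equal to the mean of compounds falling between control-based bounds plus 3 SD, cut at about 20% in these data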;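 also: 0% = DMSO wells while the 100% control is not disclosed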
FXN GAA850 act = frataxin GAA850 promoter activation | HEK293 lucGAA850 FXN promoter luciferase reporter, 24 h; percent of 10 µM SAHA response | activation, % at 6 µM | 360,000 tested, 0.56% active;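 active = activation above the average of all compounds screened plus 3 SD, cutoff fixed separately per campaign, cut at about 7.5% in these data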;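 also: 0% = DMSO wells and 100% = 10 µM SAHA wells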
HGIII-sPLA2 inh = Inhibits HGIII-sPLA2 liposome hydrolysis, primary screen. inhibition, % at 12.2 µM. 370,000 tested, 0.56% active. AID 743126. Q9NZ20. QFRET BODIPY PC-A2 liposome hydrolysis, fluorescence;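 active = inhibition above mean plus 3 SD of compounds lying within the high and low control bounds, cut at about 19% in these data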;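 also: 0% = median of test compound wells and 100% = no enzyme DMSO wells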
SMARCA2 activ = activators of SMARCA2 function; activation, % at 9.1 µM; MG213 cells, MMTV-luciferase reporter, dexamethasone, overnight; 370,000 tested, 1% active; in the data active = activation above about 7.8%;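 also: 0% = vehicle wells and 100% = reference activator wells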
hcDAF-12 act = activates DAF-12 receptor from parasite H. contortus; activation, % at 6.8 µM; 370,000 tested, 1.4% active; HEK293 hcDAF-12 lit1-tk-luc reporter, luminescence; 0% DMSO, 100% Δ7-dafachronic acid;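 active = activation above the mean of all tested compounds plus 3 SD, cut at about 5.5% in these data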;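 also: 100% = response to 3 µM Δ7-dafachronic acid high control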
NPR1 activator = GC-A (human) enzyme activation | 370,000 tested, 0.14% active | P16066 | HEK293 GC-A cells, cGMP TR-FRET, EC30 ANP; 0% at EC30 ANP, 100% saturating ANP | activation, % at 10 µM; in the data active = activation above about 40%
Numbers without * were called inactive; · = no result given. Rows were taken by chance; about 6.6% have a hit in one of these screens.

SMILES | DAX1 inh-1 | ssDAF-12 act | DAX1 inh-2 | NPR2 activator | hgDAF12 agonist | ADAM10 inh | FXN GAA850 act | HGIII-sPLA2 inh | SMARCA2 activ | hcDAF-12 act | NPR1 activator
O=C(NC1CCCC1)C(c1ccncc1)N(C(=O)c1ccco1)c1ccc(F)c(Cl)c1 (centres undefined) | -0.1 | -1.6 | 0.5 | 0 | -0.2 | 1 | 1.4 | -8 | -2 | -1.6 | -4
CN(CC(=O)Nc1ccc(OC(F)(F)F)cc1)C(=O)Cn1c(=O)cnc2ccccc21 | 0.1 | -1.6 | -0.6 | -6 | -2.5 | 3 | -0.4 | -12 | -3 | -0.2 | 3
Cc1ccc(C(=O)NC(=C(Cl)Cl)S(=O)(=O)c2ccccc2)cc1 | -2.0 | -1.3 | -0.2 | 1 | -11 | -2 | 4.3 | -10 | 5 | -3.3 | -2
CCCCCc1nc2c(=O)[nH]c3ccccc3c2o1 | -0.5 | -0.9 | -0.5 | 2 | 2.2 | -1 | 2.9 | -2 | 2 | -0.6 | 6
COC(=O)CC1C(=O)NCCN1C(=O)CSc1nc2cc(Cl)ccc2o1 (centres undefined) | 0.1 | -1.2 | -0.6 | -1 | -0.9 | -2 | 2.3 | -2 | -2 | -2.1 | -1
CCN(CC)S(=O)(=O)c1ccc2nc(NC(=O)c3cccs3)sc2c1 | 0.5 | -0.9 | 0.4 | 4 | 1.7 | -8 | 1.2 | -12 | 1 | 5.2 | -2
CCc1ccc(Nc2nnc(SCc3cc(=O)n4ccsc4n3)s2)cc1 | -0.2 | -1.0 | -0.1 | 4 | 1.1 | 0 | 1.3 | -23 | 4 | -2.2 | -1
CC1=[N+](CC(=O)c2ccccc2)CCn2cccc21 | · | 1.0* | 2.1 | 0 | 9.4 | -78 | 1.5 | 7 | -2 | 4.4 | 2
O=C(NCc1cccs1)C1CCCN(c2ncccn2)C1 (centres undefined) | 0.8 | -1.0 | -0.1 | 2 | -0.1 | -30 | -1.6 | 3 | -2 | 0.3 | -2
CC(NS(=O)(=O)c1ccc(CCC(=O)NCc2cccnc2)cc1)c1ccccc1 (centres undefined) | 0.9 | -1.4 | -0.5 | 5 | -3.3 | 0 | -0.1 | -5 | 0 | -2.0 | 2
CC(=O)N1CCc2c(sc(NC(=O)CN3C(=O)CCC3=O)c2C(N)=O)C1 | 0.9 | -1.2 | -0.8 | 2 | -2.1 | -155 | 0.1 | 7 | 1 | 0.4 | 0
CCc1ccc(-c2nc(CSCC(=O)NCc3ccco3)c(C)o2)cc1 | -3.4 | -3.2 | -3.2 | 2 | -17 | -7 | -13 | -13 | -12 | -6.3 | -4
Cc1ccc(C(=O)N/N=C\c2ccncc2)s1 | 1.4 | -0.8 | 2.0 | 1 | -0.3 | 8 | 3.0 | 3 | 6 | 2.3 | 1
S=C1NCCOCCOCCOCCN1 | 1.5 | -1.2 | 0.8 | -5 | 1.0 | -2 | 0.5 | 8 | 1 | 2.4 | -3
COc1ccc(-c2nc(Cn3c(SCc4ccccc4F)nc4ccncc43)c(C)o2)cc1 | -0.2 | -1.2 | 0.7 | -3 | 2.1 | -6 | 0.8 | -15 | -4 | 0.8 | 1
COc1ccccc1CNC(=O)CN1C(=O)NC2(CCOc3ccccc32)C1=O (centres undefined) | -1.3 | -1.6 | 1.3 | 6 | -2.0 | -6 | -0.5 | 2 | -1 | 0.5 | 1
Cc1cccc(N2CCN(C(=O)CCNS(=O)(=O)c3ccc4c(c3)oc(=O)n4C)CC2)c1C | -0.4 | -1.2 | 1.3 | -7 | 4.0 | 0 | -1.1 | -5 | -2 | -1.7 | -7
Cc1ccc(CNC(=O)CSc2ncc(C(=O)Nc3ccccc3)c(=O)n2C)cc1 | 1.6 | 1.6* | 1.1 | -7 | 0.0 | -1 | 0.4 | 7 | -1 | 2.2 | 5
O=C(N/N=C/c1sc(N2CCOCC2)nc1-c1ccccc1)c1cccc(S(=O)(=O)N2CCCC2)c1 | -3.6 | -3.2 | -6.3 | -6 | -15 | -16 | -7.8 | -3 | -1 | -4.8 | 2
Cc1ccc(S(=O)(=O)NN=C2C3CC4CC(C3)CC2C4)cc1[N+](=O)[O-] | -0.3 | -0.6 | 0.5 | 4 | 2.9 | -6 | 0.3 | 9 | -1 | 0.8 | 3
CC1N=C(N)C(c2nc3ccccc3n2C)=C1O (centres undefined) | -0.9 | -1.4 | -0.3 | 5 | -0.2 | -3 | -0.2 | 1 | 1 | 1.2 | 2
O=C(COC(=O)COc1ccc(Br)cc1)NC1CCCC1 | -0.3 | -1.3 | -0.6 | -4 | 0.2 | -8 | 2.3 | 0 | 2 | -0.5 | 2
COCCNc1nc(Nc2ccc(Cl)cc2F)c2sccc2n1 | · | -2.0 | -4.1 | 7 | -0.8 | -6 | -1.8 | 6 | -5 | -3.0 | 5
Cc1cc2nc(CSc3ccc(Cl)cc3)cc(=O)n2[nH]1 | 11* | -1.5 | -0.5 | -2 | -3.5 | 1 | -0.1 | -3 | 4 | -1.6 | 0
Cc1cc(OCCOCCNCc2ccccc2)ccc1C(C)C | -2.1 | -2.3 | -0.6 | 0 | -4.4 | 0 | 6.1 | 5 | -6 | -3.6 | -9
C/C(=N\NC(=O)c1cc(-c2ccc(O)cc2)nc2ccccc12)c1cccnc1 | -0.3 | -1.1 | -1.7 | 1 | -1.3 | 2 | 2.9 | -17 | -1 | -1.8 | -2
O=C(NC(=S)NNC(=O)c1ccccc1[N+](=O)[O-])c1ccc(Br)cc1 | 2.7 | -1.0 | 0.4 | -3 | 0.9 | 11 | 0.7 | -4 | 2 | 1.3 | 2
Cc1cccc(C)c1NC(=O)COC(=O)c1cc(-c2cccnc2)nc2ccccc12 | -1.3 | -1.8 | 0.2 | 1 | -0.8 | -37 | -1.8 | -7 | 1 | 1.6 | 1
Cc1csc(=O)n1CCC(=O)OCC(=O)NNC(=O)c1ccccc1 | -1.1 | -1.2 | 1.8 | 0 | -0.4 | -11 | 1.4 | 0 | -1 | -1.5 | 1
O=S(=O)(c1ccc(NC(=S)NCc2ccco2)cc1)N1CCCC1 | 2.1 | -1.5 | -0.6 | 8 | 0.9 | 16 | 2.6 | 2 | -4 | -1.6 | -2
CCc1nnc(NC(=O)CSc2nnc(-c3ccc(S(=O)(=O)N4CCCC4)cc3)n2CC)s1 | 0.0 | -0.6 | 0.5 | 0 | 2.7 | 6 | -2.5 | -5 | -3 | 0.7 | -2
COC(=O)Nc1ccc(S(=O)(=O)NCCO)cc1 | 0.6 | -1.7 | 0.0 | 0 | -1.4 | -3 | -1.7 | 9 | 0 | -1.2 | 3
CCN(CC)CCNC(=O)c1ccc(NC(=O)C2CCN(c3ncnc4sc(C)c(C)c34)CC2)cc1 | -0.5 | -1.2 | -0.3 | -2 | 3.7 | 0 | 2.4 | -12 | 2 | -1.8 | -1
Cc1ccccc1NC(=O)/C(=C/c1ccccc1)c1ccccc1 | 0.5 | -1.1 | -0.6 | 5 | -0.7 | -9 | -0.6 | -4 | -4 | 0.7 | -4
Cc1ccc(NC(=O)C2CSC3(C)CCC(=O)N23)cc1S(=O)(=O)N1CCOCC1 (centres undefined) | 0.3 | -1.3 | -1.1 | 1 | -1.2 | 1 | 1.5 | -16 | 7 | 0.7 | 0
Cc1cc(C)n(CC2CC(=O)N(c3ccc(Cl)c(Cl)c3)C2=O)n1 (centres undefined) | 0.2 | -1.1 | 0.0 | -17 | -0.7 | 2 | -1.0 | -9 | 1 | -0.3 | -14
CCc1ccc(NC(=O)COC(=O)CC2CCCC2)cc1 | 1.4 | -1.3 | -0.2 | 2 | -1.5 | -4 | 1.2 | -10 | -5 | 0.6 | 3
COc1ccc(CCNC(=O)CCCCC(=O)NCCc2ccc(OC)c(OC)c2)cc1OC | 0.8 | -0.6 | 0.0 | 5 | 0.5 | 1 | -0.8 | 7 | 2 | -0.9 | 4
Cc1ccc(C)c(OCCC(=O)N2CCN(S(=O)(=O)c3cc(F)ccc3F)CC2)c1 | -0.5 | -0.5 | -1.8 | -5 | 3.5 | -13 | -0.3 | 0 | -4 | 0.3 | -1
COc1ccc(OC)c(NC(=O)C2C(C(=O)O)C3(Cl)C(Cl)=C(Cl)C2(Cl)C3(Cl)Cl)c1 (centres undefined) | -0.8 | -1.8 | 0.5 | -2 | 0.7 | 3 | 1.3 | 8 | -4 | -1.5 | -2
CC(C)CCN1CCC(n2nccc2NC(=O)c2ccc3c(c2)OCO3)CC1 | 0.6 | -0.2 | 0.4 | 0 | 1.0 | -4 | -1.5 | -2 | -1 | 0.2 | -1
Cc1onc(-c2ccccc2)c1C(=O)Nc1cccnc1 | 0.4 | -1.4 | 0.0 | -6 | 1.4 | -5 | 0.6 | 2 | 2 | -1.4 | -2
Cc1ccc(C)n1-c1nn(S(=O)(=O)c2cccc3cccnc23)c2cccc(F)c12 | -0.8 | -0.3 | 0.2 | -2 | -1.5 | 2 | 1.3 | -28 | -1 | -1.4 | -6
Cc1cc2nc(-c3ccc(SCC(=O)Nc4ccc5c(c4)OCCO5)nc3)[nH]c2cc1C | 0.9 | -0.2 | 3.4 | · | 15* | -108 | -4.6 | -30 | 7 | 7.3* | ·
COc1ccc(CCNC(=O)C2CCCN(S(=O)(=O)c3ccccc3)C2)cc1 (centres undefined) | -0.4 | -1.1 | -0.9 | -5 | -0.3 | 0 | 0.7 | -4 | -4 | -2.5 | 1
CCOC(=O)c1ccc2c(c1)nc(SC/C(O)=C(\C#N)c1nc3ccccc3[nH]1)n2CC | 0.9 | 1.6* | -0.1 | 15 | 2.9 | -13 | -0.7 | 10 | 2 | 4.7 | 8
Cc1cc(C)nc(-n2nc(C)cc2NC(=O)CN2CCc3ccccc3C2)n1 | -2.1 | -0.8 | -1.5 | -4 | -1.9 | 1 | -8.2 | 7 | -2 | -3.0 | 7
Cc1ccc(N2CC(C(=O)Nc3nccs3)CC2=O)cc1 (centres undefined) | -0.4 | -1.5 | 0.3 | 1 | -0.3 | -1 | 1.5 | 6 | -2 | -1.2 | -2
CCOc1ccc(/C(O)=C2/C(=O)C(=O)N(c3ncccn3)C2c2ccccc2)cc1 (centres undefined) | 0.5 | -1.4 | -0.6 | -5 | 2.0 | 6 | -0.6 | -24 | 2 | 1.9 | 4
CCCN1C(=O)/C(=N\OCC(=O)NCC(F)(F)F)c2ccccc21 | 1.2 | -0.5 | -0.4 | -1 | -0.6 | -4 | 0.8 | -11 | -3 | -0.1 | 1

Structures listed so far marked active in hcDAF-12 act.
Structure | DAX1 inh-1 | ssDAF-12 act | DAX1 inh-2 | NPR2 activator | ADAM10 inh | HGIII-sPLA2 inh | SMARCA2 activ | hcDAF-12 act | NPR1 activator
Cc1cc2nc(-c3ccc(SCC(=O)Nc4ccc5c(c4)OCCO5)nc3)[nH]c2cc1C | 0.9 | -0.2 | 3.4 | · | -108 | -30 | 7 | 7.3* | ·
